IDE cell activ: human IDE activators in live cells, primary screen, fluorescence polarization, HEK cells, FAbeta-B substrate; activation, % at 5.96 µM; FAbeta-B cleavage; 0% vehicle, 100% cell-free pure enzyme wells; 340,000 tested, 0.073% active; AID 493087, 2011;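 active = activation above the mean of all tested compounds plus 3 SD, set per screening campaign, cut at about 17% in these data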
Target sequence (P14735 whole entry, looked up): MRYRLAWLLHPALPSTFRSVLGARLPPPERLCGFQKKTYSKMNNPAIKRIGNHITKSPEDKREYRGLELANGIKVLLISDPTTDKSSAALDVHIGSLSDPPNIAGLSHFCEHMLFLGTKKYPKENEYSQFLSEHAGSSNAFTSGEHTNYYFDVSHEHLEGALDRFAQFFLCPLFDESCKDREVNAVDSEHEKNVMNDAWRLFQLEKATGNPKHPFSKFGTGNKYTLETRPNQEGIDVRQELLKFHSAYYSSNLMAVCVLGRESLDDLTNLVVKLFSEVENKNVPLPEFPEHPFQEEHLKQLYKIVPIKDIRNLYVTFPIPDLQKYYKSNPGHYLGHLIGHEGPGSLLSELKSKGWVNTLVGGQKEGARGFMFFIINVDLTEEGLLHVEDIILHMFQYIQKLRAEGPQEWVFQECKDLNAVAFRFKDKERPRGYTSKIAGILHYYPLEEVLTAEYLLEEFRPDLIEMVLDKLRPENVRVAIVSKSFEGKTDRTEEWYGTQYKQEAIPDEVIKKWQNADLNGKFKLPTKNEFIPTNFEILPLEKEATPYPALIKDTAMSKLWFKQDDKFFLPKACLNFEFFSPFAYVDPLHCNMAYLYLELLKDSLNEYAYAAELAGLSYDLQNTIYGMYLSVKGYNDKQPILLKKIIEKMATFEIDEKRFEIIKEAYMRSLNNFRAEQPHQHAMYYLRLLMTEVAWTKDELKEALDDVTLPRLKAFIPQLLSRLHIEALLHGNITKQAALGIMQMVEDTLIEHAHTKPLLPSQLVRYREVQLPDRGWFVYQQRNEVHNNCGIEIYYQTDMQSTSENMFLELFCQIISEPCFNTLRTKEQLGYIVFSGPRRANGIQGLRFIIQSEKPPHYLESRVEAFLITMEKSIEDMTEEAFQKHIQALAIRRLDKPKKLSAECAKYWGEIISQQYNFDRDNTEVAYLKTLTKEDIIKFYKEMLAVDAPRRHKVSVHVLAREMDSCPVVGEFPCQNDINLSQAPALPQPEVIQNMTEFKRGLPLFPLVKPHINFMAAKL
IDE inh: human IDE inhibitors in live cells, primary screen, fluorescence polarization, HEK cells, FAbetaB substrate | 320,000 tested, 0.41% active | Insulin-degrading enzyme (Homo sapiens), P14735 | FAbetaB cleavage | inhibition, % at 5.59 µM;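 active = percent inhibition above the average of all tested compounds plus 3 SD, set per screening campaign, cut at about 16% in these data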;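 also: IDE supplied by intact live HEK cells; FP after avidin binding of uncleaved biotin substrate so inhibition keeps polarization high; 0% = DMSO wells and 100% = 60 µM reference IDE inhibitor Ii1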
Starred values were filed as active, the others as inactive.

Cc1c(C)n2c(SCC(=O)N3CCCCCC3)nnc2[nH]c1=O was read as IDE cell activ -5 and IDE inh 4.
Screening COc1ccc(CN2[C@@H](CC(C)=O)c3cc(C(F)(F)F)ccc3S2(=O)=O)cc1 returned IDE cell activ 5 and IDE inh 4.
COC(=O)[C@]1(CC(C)C)N[C@H](c2ccc(-c3ccc(Cl)c(Cl)c3)cc2)[C@@H]2C(=O)N(C)C(=O)[C@@H]21 was read as IDE cell activ 4 and IDE inh 11.
Screening Cc1ccc2c(c1)C1C=CCC1C(C(=O)NCCCN1CCOCC1)N2 (stereo not given) returned IDE cell activ 1 and IDE inh 0.
Screening O=C(COC(=O)c1ccc(OC(F)F)cc1)NCCC1=CCCCC1 returned IDE cell activ 3 and IDE inh 6.
`CC(Sc1nnnn1C)C(=O)Nc1ncc(Cl)cc1Cl` (stereo not given) gave IDE cell activ 3 and IDE inh -4.
CCCN(C(=O)CCOc1ccc(C(C)(C)C)cc1)c1c(N)n(Cc2ccccc2)c(=O)[nH]c1=O was read as IDE cell activ 5 and IDE inh 1.
For COc1ccc(C2=NOC(Cn3nc(C(=O)NCc4cccs4)cc3-c3ccccc3)C2)cc1 (stereo not given) the results were IDE cell activ 7 and IDE inh 1.
Screening COc1ccc(NS(=O)(=O)c2cccc(C(=O)NCc3ccccn3)c2)cc1 returned IDE cell activ 1 and IDE inh 7.
`COc1cccc(CC(=O)OCc2csc(CC(=O)Nc3ccccc3C)n2)c1` gave IDE cell activ 2 and IDE inh 4.
COc1ccc(S(=O)(=O)N2CCCCC2)cc1NC(=O)c1ccc(C)cc1 was read as IDE cell activ 2 and IDE inh -3.
Screening COC(=O)[C@]1(Cc2ccccc2)N[C@H](CN(C)S(=O)(=O)c2ccc(C)cc2)[C@@H]2C(=O)N(Cc3ccccc3)C(=O)[C@@H]21 returned IDE cell activ 4 and IDE inh 2.
O=C(/C=C/c1cccc(F)c1)OCC(=O)N1CCCC1 was read as IDE cell activ -1 and IDE inh 5.
For COC(=O)c1cc(C(=O)OCC(=O)Nc2ccc(N3CCOCC3)cc2)cc([N+](=O)[O-])c1 the results were IDE cell activ 3 and IDE inh -6.
COc1ccccc1C(C)NS(=O)(=O)c1ccc(Cl)nc1 (stereo not given) was read as IDE cell activ 8 and IDE inh 1.
For CCN(CC)C(=O)c1cccc(NC(=O)c2ccc3c(=O)n4c(nc3c2)CCC4)c1 the results were IDE cell activ -1 and IDE inh 0.
For O=C(NCC1CCCO1)C(=O)NCC1CCCN1S(=O)(=O)c1ccccc1 (stereo not given) the results were IDE cell activ -3 and IDE inh -6.
`Cc1occc1-c1nnc(SCC(=O)NC2CCCCC2)o1` gave IDE cell activ 5 and IDE inh -3.
Screening CN(C)c1ccc(C(=O)OCC(=O)c2ccc[nH]2)cc1 returned IDE cell activ 4 and IDE inh 4.
For Cc1ccccc1CSc1nc2ccccc2c(=O)n1C the results were IDE cell activ 0 and IDE inh 3.
For O=C(CCc1nc(-c2ccccc2)no1)NC1CCCCCC1 the results were IDE cell activ 0 and IDE inh -2.
`CCCCn1c(N)c(N(CC(C)C)C(=O)c2cc(-c3ccco3)nc3ccccc23)c(=O)[nH]c1=O` gave IDE cell activ -4 and IDE inh 6.
`Cc1ccc(S(=O)(=O)NCC(=O)OCC(=O)N2C(C)CCCC2C)cc1` (stereo not given) gave IDE cell activ 8 and IDE inh 11.
For Cc1ccc(N(C)S(=O)(=O)c2cccc(C(=O)NCCCN3CCCC3=O)c2)cc1 the results were IDE cell activ 0 and IDE inh -3.
Screening CCc1cccc(CC)c1-n1c(SCC(=O)N2CCc3ccccc32)nc(O)cc1=O returned IDE cell activ 3 and IDE inh 4.
COc1cccc(NC(=O)CN(C)C(=O)CN2C(=O)c3ccc([N+](=O)[O-])cc3C2=O)c1 was read as IDE cell activ 3 and IDE inh -3.
Cc1cc(C)c(NC(=O)CN(C)C(=O)CCC(=O)c2ccc(C)s2)c(C)c1 was read as IDE cell activ 0 and IDE inh 1.
CCCCn1c(N)c(N(CCOC)C(=O)c2ccc3c(c2)C(=O)N(c2ccccc2C)C3=O)c(=O)[nH]c1=O was read as IDE cell activ 5 and IDE inh -2.
Screening CC1CC(C)(C)CC2(C1)NC(=O)N(CC(=O)Nc1cc([N+](=O)[O-])ccc1F)C2=O (stereo not given) returned IDE cell activ 1 and IDE inh -4.
For CN(Cc1cccc(F)c1)C(=O)c1ccc(S(=O)(=O)N2CCOCC2)cc1 the results were IDE cell activ 1 and IDE inh 0.
C[C@@H](NC(=O)c1nc[nH]c1C(=O)N(C)Cc1ccccc1)c1ccccc1 was read as IDE cell activ -2 and IDE inh 0.
For CCCNC(=O)C(Cc1ccccc1)NC(=O)c1ccc(C(F)(F)F)cc1 (stereo not given) the results were IDE cell activ -6 and IDE inh -3.
For COc1cc([C@@H]2CC=C(C(=O)O)[C@H](c3ccccc3)N2S(=O)(=O)c2ccc(C)cc2)cc(OC)c1OC the results were IDE cell activ -3 and IDE inh -1.
Screening Cc1csc(=O)n1CCC(=O)OCC(=O)Nc1cc(Cl)ccc1[N+](=O)[O-] returned IDE cell activ 2 and IDE inh 2.
For O=c1[nH]c(=O)n([C@H]2C[C@H](O)[C@@H](CO)O2)cc1I the results were IDE cell activ 5 and IDE inh -2.
`Cc1csc(=O)n1CCC(=O)OCc1nnc(-c2ccccc2)o1` gave IDE cell activ 1 and IDE inh 2.
CC(C)CN(C(=O)COC(=O)c1cccnc1Cl)c1c(N)n(Cc2ccccc2)c(=O)[nH]c1=O was read as IDE cell activ 4 and IDE inh 1.
O=c1cc(NCc2ccccc2)[nH]c(=O)[nH]1 was read as IDE cell activ -3 and IDE inh -10.
For COc1ccccc1-n1cc2ccc([N+](=O)[O-])cc2n1 the results were IDE cell activ 4 and IDE inh 9.
CN(Cc1cccc(F)c1)C(=O)CN1CCN(S(=O)(=O)c2ccc3c(c2)OCCCO3)CC1 was read as IDE cell activ -1 and IDE inh 5.
`O=C(COC(=O)CCN=C1NS(=O)(=O)c2ccccc21)NNC(=O)c1ccc(Cl)cc1` gave IDE cell activ 5 and IDE inh 4.
`O=C(NC1CCCC1)c1cc2c(=O)n3ccccc3nc2s1` gave IDE cell activ 3 and IDE inh 4.
CCOc1ccc(NC(=O)CN(C)C(=O)CC(NC(=O)c2ccccc2)c2ccccc2)cc1OCC (stereo not given) was read as IDE cell activ 1 and IDE inh 1.
Screening COc1ccc(Cc2nnc(SCC(=O)c3ccc4c(c3)OCO4)o2)cc1 returned IDE cell activ -4 and IDE inh 4.
COc1ccc(NC(=O)CN2C(=O)NC(C)(C3CCCCC3)C2=O)c(OC)c1 (stereo not given) was read as IDE cell activ 1 and IDE inh 2.
`O=C(COC(=O)c1ccc([N+](=O)[O-])o1)NCc1ccc(F)cc1` gave IDE cell activ 3 and IDE inh -5.
`O=C(CN1C(=O)NC2(CCc3ccccc32)C1=O)c1ccc(Br)cc1` (stereo not given) gave IDE cell activ 7 and IDE inh 6.
O=C1C=C(c2cc3ccccc3s2)C[C@@H](c2ccc(F)cc2)C1 was read as IDE cell activ 1 and IDE inh 9.
For CCOc1ccc2oc(C(=O)N(Cc3nnc(-c4ccccc4Cl)o3)C3CC3)c(C)c2c1 the results were IDE cell activ -1 and IDE inh 2.
COc1cccc(/C=C/C(=O)OCC(=O)N2CCCC2)c1OC was read as IDE cell activ 1 and IDE inh 0.
For CN(Cc1ccccc1)C(=O)COC(=O)c1cc2ccccc2oc1=O the results were IDE cell activ 2 and IDE inh -2.
For C=CCNc1nc(C(=O)OCC(=O)c2ccc(Cl)cc2)cs1 the results were IDE cell activ 1 and IDE inh 2.
For O=C(NNC(=O)c1cc(-c2ccccc2Cl)nc2ccccc12)c1csc(N2CCOCC2)n1 the results were IDE cell activ -2 and IDE inh 1.
For Nc1ccc(C2(c3ccc(N)cc3)c3ccccc3C(=O)c3ccccc32)cc1 the results were IDE cell activ 4 and IDE inh 4.
Screening Cc1cc(C)c(NC(=O)Nc2ccccc2)c(C)n1 returned IDE cell activ 2 and IDE inh -1.
For Cc1c(C(=O)NCC(c2ccco2)N2CCCC2)sc2ccccc12 (stereo not given) the results were IDE cell activ 5 and IDE inh 2.
CCOc1ccc(Nc2cc(C)nc3ccc(C)cc23)cc1 was read as IDE cell activ 2 and IDE inh -3.
Screening CCOC(=O)c1ccc(N2C(=O)C3CCOc4ccccc4C32)cc1 (stereo not given) returned IDE cell activ 4 and IDE inh 0.
Cc1cnc(NC(=O)c2cccc(S(=O)(=O)N3CCOCC3)c2)s1 was read as IDE cell activ 3 and IDE inh 3.
For CCOC(=O)CN1C(=O)N[C@@H](c2ccco2)C(C(C)=O)=C1C the results were IDE cell activ 3 and IDE inh -5.
O=C1CN(C(=O)COC(=O)c2ccc(C(F)(F)F)cc2)c2ccccc2N1 was read as IDE cell activ 0 and IDE inh -4.
Screening O=C(Nc1ccccc1N1CCCCC1)C1CCN(S(=O)(=O)c2cccc(C(F)(F)F)c2)CC1 returned IDE cell activ 1 and IDE inh 3.
Screening O=C(Cn1ncc(Cl)c(Cl)c1=O)NC1CCCCC1 returned IDE cell activ 2 and IDE inh -2.
`CCOc1ccccc1N1CC(C(=O)N2CCN(Cc3ccc(C#N)cc3)CC2)CC1=O` (stereo not given) gave IDE cell activ -1 and IDE inh -3.
`Cc1cnc(C(=O)OCC(=O)Nc2ccc3c(c2)OCCO3)cn1` gave IDE cell activ 4 and IDE inh -2.
O=C(CSc1ccc([N+](=O)[O-])cc1)Nc1cccc(S(=O)(=O)N2CCOCC2)c1 was read as IDE cell activ 1 and IDE inh -6.
N#Cc1ccc(-n2nnc3ccccc3c2=O)c([N+](=O)[O-])c1 was read as IDE cell activ 7 and IDE inh 4.
Screening CCCCCCCN1C(Nc2ccccc2)=NC[C@@H]1C returned IDE cell activ 5 and IDE inh 3.
O=C(COC(=O)C1CC1)Nc1ncc(Cl)cc1Cl was read as IDE cell activ 0 and IDE inh -2.
C=CCn1c(SCC(=O)Nc2c(C)n(C)n(-c3ccccc3)c2=O)nnc1-c1cccnc1 was read as IDE cell activ 1 and IDE inh 4.
`O=C(NN1C(=O)NC2(CCCCC2)C1=O)c1ccc(Cl)c(Cl)c1` gave IDE cell activ 5 and IDE inh -8.
`COc1ccccc1C(=O)COC(=O)c1ccc(-n2cnnn2)cc1` gave IDE cell activ 6 and IDE inh 3.
CCC1CCCCN1C(=O)COC(=O)c1ccc(Br)o1 (stereo not given) was read as IDE cell activ 5 and IDE inh -3.
For COc1ccc(CC(=O)Nc2cccc(S(=O)(=O)N3CCCC3)c2)cc1OC the results were IDE cell activ -1 and IDE inh 3.
Screening NS(=O)(=O)c1ccc(NC(=O)COC(=O)CSCc2ccc(F)cc2)cc1 returned IDE cell activ 2 and IDE inh -3.
Screening CC1(C)C(=O)N(c2ccccc2)C(=O)c2ccccc21 returned IDE cell activ -1 and IDE inh 8.
For C=C[C@@H](C)N(Cc1ccc(OC)cc1)S(=O)(=O)N(Cc1ccccc1)[C@H](C=C)C(C)C the results were IDE cell activ 1 and IDE inh 5.
COc1cccc(/C=C/C(=O)OCC(=O)N(C)CC(=O)Nc2ccccc2Cl)c1OC was read as IDE cell activ 0 and IDE inh -4.
O=C(COc1coc(CN2CCN(c3ccccc3F)CC2)cc1=O)Nc1ccccc1 was read as IDE cell activ 3 and IDE inh 7.
For COc1cc(F)cc(-c2ccc3c(c2)c(C#Cc2ccsc2)c(-c2cc(OC)cc(OC)c2)n3C)c1 the results were IDE cell activ -6 and IDE inh 6.
Cc1c(NC(=O)c2cc(Br)ccc2Cl)cccc1-n1cnnn1 was read as IDE cell activ -4 and IDE inh 1.
CCN(CC1COc2ccccc2O1)C(=O)CN1C(=O)NC(C)(c2ccc(C)cc2)C1=O (stereo not given) was read as IDE cell activ -3 and IDE inh 6.
Screening CCN(CC(=O)Nc1ccc2c(c1)OCCO2)CC(=O)Nc1ccccc1C(F)(F)F returned IDE cell activ 4 and IDE inh 3.

By substructure: those above containing a Cl atom
COC(=O)[C@]1(CC(C)C)N[C@H](c2ccc(-c3ccc(Cl)c(Cl)c3)cc2)[C@@H]2C(=O)N(C)C(=O)[C@@H]21 was read as IDE cell activ 4 and IDE inh 11.
`CC(Sc1nnnn1C)C(=O)Nc1ncc(Cl)cc1Cl` (stereo not given) gave IDE cell activ 3 and IDE inh -4.
COc1ccccc1C(C)NS(=O)(=O)c1ccc(Cl)nc1 (stereo not given) was read as IDE cell activ 8 and IDE inh 1.
Screening Cc1csc(=O)n1CCC(=O)OCC(=O)Nc1cc(Cl)ccc1[N+](=O)[O-] returned IDE cell activ 2 and IDE inh 2.
CC(C)CN(C(=O)COC(=O)c1cccnc1Cl)c1c(N)n(Cc2ccccc2)c(=O)[nH]c1=O was read as IDE cell activ 4 and IDE inh 1.
`O=C(COC(=O)CCN=C1NS(=O)(=O)c2ccccc21)NNC(=O)c1ccc(Cl)cc1` gave IDE cell activ 5 and IDE inh 4.
For CCOc1ccc2oc(C(=O)N(Cc3nnc(-c4ccccc4Cl)o3)C3CC3)c(C)c2c1 the results were IDE cell activ -1 and IDE inh 2.
For C=CCNc1nc(C(=O)OCC(=O)c2ccc(Cl)cc2)cs1 the results were IDE cell activ 1 and IDE inh 2.
For O=C(NNC(=O)c1cc(-c2ccccc2Cl)nc2ccccc12)c1csc(N2CCOCC2)n1 the results were IDE cell activ -2 and IDE inh 1.
Screening O=C(Cn1ncc(Cl)c(Cl)c1=O)NC1CCCCC1 returned IDE cell activ 2 and IDE inh -2.
O=C(COC(=O)C1CC1)Nc1ncc(Cl)cc1Cl was read as IDE cell activ 0 and IDE inh -2.
`O=C(NN1C(=O)NC2(CCCCC2)C1=O)c1ccc(Cl)c(Cl)c1` gave IDE cell activ 5 and IDE inh -8.
COc1cccc(/C=C/C(=O)OCC(=O)N(C)CC(=O)Nc2ccccc2Cl)c1OC was read as IDE cell activ 0 and IDE inh -4.
Cc1c(NC(=O)c2cc(Br)ccc2Cl)cccc1-n1cnnn1 was read as IDE cell activ -4 and IDE inh 1.

From PubChem

Some of the compounds tested. The share of hits here may be higher or lower than overall.
